# AmpC inh no detg: AmpC beta-lactamase inhibition without detergent | P00811 | AmpC nitrocefin hydrolysis, absorbance 480 nm, 0.0001% Triton | Potency, µM (titrated, usually from 57.1 µM), for inactives: at the top dose activity change, negative = inhibition, hits mostly inhibitors | 330,000 compounds, 0.52% hits;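 note: potency is the fitted concentration of half-maximal effect; plate controls were no compound for no effect and no enzyme for full effect; nearly all actives have a fitted effect of over 20% in size; some results filed as inactive show a strong effect at the top dose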
# Target sequence (P00811 whole entry, looked up): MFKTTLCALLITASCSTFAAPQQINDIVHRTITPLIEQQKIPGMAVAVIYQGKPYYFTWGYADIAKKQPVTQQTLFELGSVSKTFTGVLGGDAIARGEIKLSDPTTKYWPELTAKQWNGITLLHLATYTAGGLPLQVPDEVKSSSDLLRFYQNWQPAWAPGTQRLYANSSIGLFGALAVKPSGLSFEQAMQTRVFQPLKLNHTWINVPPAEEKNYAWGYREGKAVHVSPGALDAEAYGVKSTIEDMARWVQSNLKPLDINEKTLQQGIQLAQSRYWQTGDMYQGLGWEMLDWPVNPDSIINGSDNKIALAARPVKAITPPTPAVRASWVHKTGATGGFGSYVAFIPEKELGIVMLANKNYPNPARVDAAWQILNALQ
#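 20 mM phosphate pH 7.0 + 0.01% (detergent screen) or 0.0001% Triton X-100; 5.3 nM AmpC reagent; cpd preinc 15 min RT; nitrocefin (800 uM stock) to start; A480 q20 s × 4 min; Activity was normalised to no-enzyme and no-compound control wells.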
# TbPYK inhibitor: blocks Trypanosoma brucei pyruvate kinase. TbPYK enzyme, Kinase-Glo Plus ATP luminescence, 45 min. Q57TT1. Potency, µM (doses to about 76.8 µM), for the others: at the top dose activity, negative = inhibition, hits mostly inhibitors. 410,000 compounds, 0.12% hits; note: potency is the fitted concentration of half-maximal effect; nearly all actives have a fitted effect of over 50% in size
#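 Enzyme and substrate buffer are dispensed first and compound is pin-transferred. ADP at 130 uM final then starts the reaction, which runs 45 min at room temperature. Detection reagent is added for 10 min before luminescence is imaged.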
# LmPK inhibitor: LmPK (Leishmania mexicana) enzyme inhibition; Q27686; purified LmPK, Kinase-Glo ATP luminescence, 1 h; Potency, µM (highest dose often 57.5 µM), without a hit: top-dose activity change, negative = inhibition, hits mostly inhibitors; 290,000 compounds, 0.37% hits; AID 1721; note: potency is the fitted concentration of half-maximal effect
# Target sequence (Q27686 whole entry, looked up): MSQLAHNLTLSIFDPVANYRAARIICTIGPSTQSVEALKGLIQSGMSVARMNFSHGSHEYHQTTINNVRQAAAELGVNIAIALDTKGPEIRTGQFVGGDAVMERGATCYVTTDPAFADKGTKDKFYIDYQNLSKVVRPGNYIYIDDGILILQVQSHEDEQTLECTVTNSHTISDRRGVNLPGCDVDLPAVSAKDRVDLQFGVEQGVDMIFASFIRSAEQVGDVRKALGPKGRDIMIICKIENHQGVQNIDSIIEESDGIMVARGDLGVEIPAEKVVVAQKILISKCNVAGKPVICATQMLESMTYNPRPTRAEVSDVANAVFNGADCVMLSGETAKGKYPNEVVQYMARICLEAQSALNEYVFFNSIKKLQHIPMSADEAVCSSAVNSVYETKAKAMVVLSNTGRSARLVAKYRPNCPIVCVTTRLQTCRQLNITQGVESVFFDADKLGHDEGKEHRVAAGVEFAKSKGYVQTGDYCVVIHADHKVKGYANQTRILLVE
#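 qHTS format; LmPK 0.1 nM; substrates PEP 0.5 mM and ADP 0.1 mM. One-hour room-temperature incubation, then coupled luciferase luminescence; 0.5 nM enzyme wells mark activation.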
# AmpC detergent: inhibitors of E. coli AmpC beta-lactamase with detergent; P00811; AmpC hydrolysis of nitrocefin, absorbance 480 nm, 0.01% Triton; Potency, µM (doses to about 114 µM), for the others: at the top dose activity change, negative = inhibition, actives largely listed as inhibitors; 370,000 compounds, 0.041% hits; AID 485294;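 note: potency is the fitted concentration of half-maximal effect; 0% = no-compound wells and -100% = no-enzyme wells; nearly all actives have a fitted effect of over 25% in size; some results filed as inactive show a strong effect at the top dose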
#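 20 mM phosphate pH 7.0 + 0.01% (detergent screen) or 0.0001% Triton X-100; 5.3 nM AmpC reagent; cpd preinc 15 min RT; nitrocefin (800 uM stock) to start; A480 q20 s × 4 min; Activity was normalised to no-enzyme and no-compound control wells.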
# AMA1 RON2 block: AMA1-RON2 (P. falciparum) interaction inhibition | Potency, µM (series often up to 58.2 µM), inactives show at the top dose activity change, negative = inhibition, actives largely listed as inhibitors | AlphaScreen AMA1-biotinylated RON2 peptide binding | 360,000 compounds, 0.2% hits;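 note: potency is the fitted concentration of half-maximal effect; 0% = vehicle wells and -100% = peptide control; nearly all actives have a fitted effect of over 45% in size; some results filed as inactive show a strong effect at the top dose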
#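 AMA1 (3D7) with his tag at 25 nM final met compounds first, then biotinylated RON2 peptide at 25 nM; detection used donor plus acceptor beads, 10 µg/mL apiece, read by AlphaScreen after 30 min at room temperature.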
# HCV inhibitor: HCV inhibition. Huh7.5.1 HCVcc-Cre infection, luciferase reporter, 44 h. Potency, µM (doses to about 41.8 µM), for inactives: top-dose activity change, negative = inhibition, actives largely listed as inhibitors. 340,000 compounds, 3.4% hits; note: potency is the fitted concentration of half-maximal effect
#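 A cell-based infection assay in which seeded cells (1,000 per well) receive test compound after 4 h, are inoculated with HCVcc-Cre at approximately 0.5 moi, and are incubated 44 h before luminescence detection.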
# HCMV inh: blocks human cytomegalovirus replication | HFF cells, HCMV-luciferase reporter, 72 h; stronger effect = lower value | activity change, negative = inhibition, % at 57.5 µM | 410,000 compounds, 4.5% hits | AID 1259415; in the data active = activity change below about -60%; inconclusive = no clear call, values can overlap the other calls; inactive = above about -39%
#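 Compounds were evaluated in HFFs infected with an HCMV luciferase reporter virus (MOI 1 PFU/cell). Luciferase in lysates collected 72 h post infection served as the replication measure.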
# Numbers without * were called inactive; ? = inconclusive; · = no result given; & = joins results of further samples; [ ] = remark or other dose. Unless noted, calls come from the whole dose curve; as a rule, active = well fitted curve in the direction sought with a large enough effect; inconclusive = small, poorly fitted or top-dose-only effect, or another doubt; inactive = no such curve, though single readings can be large; an effect the other way counts as inactive or inconclusive. Unless noted, % is set by controls: 0 for no effect and ±100 for the full control effect.
cpd	SMILES	AmpC inh no detg	TbPYK inhibitor	LmPK inhibitor	AmpC detergent	AMA1 RON2 block	HCV inhibitor	HCMV inh
1	CCC(C)C(NC(=O)c1ccccc1)C(=O)Nc1ccc(S(=O)(=O)Nc2cc(C)nc(C)n2)cc1 (stereo not drawn)	?	6%	·	-11%	0%	12%	22
2	COCCN(CCOC)S(=O)(=O)c1ccc(NC(=O)c2cnccn2)cc1	30%	-15%	1%	-3%	19%	11%	18
3	Cc1nc(N)sc1C(=O)N/N=C/c1ccco1	-11%	-2%	-14%	-4%	9%	12%	8
4	CC(=O)Nc1cccc(NC(=O)C(=O)NCCc2sc(-c3ccccc3)nc2C)c1	·	3%	·	-7%	·	·	-14
5	COc1ccc(C(=O)Nc2nc3c(s2)Cc2c(Br)ccc(OC)c2-3)cc1OC	·	-1%	·	2%	·	·	-29
6	CCOC(=O)c1c(C)[nH]c(C(=O)OCc2csc(CC(=O)Nc3ccccc3C)n2)c1C	-16%	0%	·	?	-1%	?	20
7	CC(C)n1nnnc1SCC(=O)N1CCN(Cc2ccc3c(c2)OCCO3)CC1	77%[activator]	-1%	·	2%	-3%	-13%	?
8	CC(C)CCNC(=O)C(C)N(C(=O)Cn1nnc(-c2ccc(F)cc2)n1)C1CCCC1 (stereo not drawn)	58%[activator]	-6%	-8%	-14%	-12%	16%	15
9	CC1(NC(=O)C2CCCCC2)CCS(=O)(=O)C1 (stereo not drawn)	-12%	1%	-2%	-15%	4%	28%	8
10	CCN(CC(=O)NCc1ccc(Cl)cc1)C(=O)c1cnc(Cl)c(Cl)c1	14%	5%	7%	-11%	-11%	-25%	-63*
11	COc1ccc(CN2C(=O)NC(=O)/C(=C/c3ccoc3)C2=O)cc1	10µM*	-18%	12%	-5%	-16%	22%	?
12	COc1ccc(C)cc1S(=O)(=O)N(CC(=O)NC1CCCC1)c1ccc(F)cc1	-5%	-4%	-8%	5%	0%	3%	20
13	C=CCOC(=O)C(C#N)c1nc2ccccc2nc1N1CCN(c2ccccc2OC)CC1 (stereo not drawn)	11%	-4%	2%	-6%	?	-22%	11
14	Cc1nc(CCNC(=O)c2cccs2)cs1	-18%	-10%	3%	-6%	-3%	7%	1
15	Cc1ccc(NC(=O)CN(C)C(=O)Cn2nnc(-c3ccccc3C)n2)cc1	4%	1%	·	·	0%	-3%	87
16	COC(CNC(=O)Cn1nc(Cc2ccncc2)c2ccccc2c1=O)OC	0%	-4%	6%	-7%	0%	23%	-21
17	Cc1ncc(CN2CCC(N3CCC(C(=O)N4CCCC4)CC3)CC2)s1	198%	-7%	-9%	-5%	3%	-10%	·
18	Cn1c(=O)cc(SCC(=O)N2CCN(c3ccccc3F)CC2)c2ccccc21	·	0%	·	0%	·	·	16
19	CC(=O)c1c(C)[nH]c(C(=O)CN2C(=O)NC3(CCCCC3C)C2=O)c1C (stereo not drawn)	-21%	-1%	·	-11%	14%	-23%	14
20	CCOc1cccc(C(c2c(C)n(C)n(-c3ccccc3)c2=O)c2c(C)n(C)n(-c3ccccc3)c2=O)c1OC	31%	5%&-6%	0%	-4%&9%	0%	3%	3&-3
21	O=C(Nc1ccc(N2CCOCC2)c(Cl)c1)c1ncn[nH]1	-20%	-11%	-4%	-9%	-14%	-6%	7
22	O=C(OC1CCOC1=O)c1ccc(CO)cc1 (stereo not drawn)	-13%	-3%	1%	-10%	3%	-6%	-26
23	COc1ccccc1N1CC(C(=O)OCC(=O)Nc2c(C)cccc2C)CC1=O (stereo not drawn)	3%	-1%	-2%	-1%	13%	1%	-33
24	O=C(Nc1cccc2ccccc12)c1ccc(OC(=S)N2CCOCC2)cc1	-1%	-10%	2%	?	-3%	?	-36
25	O=C(NCc1ccccn1)C1Nc2ccc(OC(F)(F)F)cc2C2C=CCC12 (stereo not drawn)	·	-22%	·	·	87%[activator]	-19%	-20

# 5 of these compounds in a different format.
(8) CC(C)CCNC(=O)C(C)N(C(=O)Cn1nnc(-c2ccc(F)cc2)n1)C1CCCC1 (stereo not drawn)
(9) CC1(NC(=O)C2CCCCC2)CCS(=O)(=O)C1 (stereo not drawn)
(10) CCN(CC(=O)NCc1ccc(Cl)cc1)C(=O)c1cnc(Cl)c(Cl)c1
(11) COc1ccc(CN2C(=O)NC(=O)/C(=C/c3ccoc3)C2=O)cc1
(12) COc1ccc(C)cc1S(=O)(=O)N(CC(=O)NC1CCCC1)c1ccc(F)cc1
Compound	8	9	10	11	12
AmpC inh no detg	58%[activator]	-12%	14%	10µM*	-5%
TbPYK inhibitor	-6%	1%	5%	-18%	-4%
LmPK inhibitor	-8%	-2%	7%	12%	-8%
AmpC detergent	-14%	-15%	-11%	-5%	5%
AMA1 RON2 block	-12%	4%	-11%	-16%	0%
HCV inhibitor	16%	28%	-25%	22%	3%
HCMV inh	15	8	-63*	?	20

# Following part.
cpd	SMILES	AmpC inh no detg	TbPYK inhibitor	LmPK inhibitor	AmpC detergent	AMA1 RON2 block	HCV inhibitor	HCMV inh
26	COc1ccc(C(O)P(=O)(OC2CCCCC2)c2ccc(N(C)C)cc2)cc1OC (stereo not drawn)	72%[activator]	-1%	-3%	?	0%	18%	-25
27	Cc1ccc(C(=O)N2CCN=C2SCc2ccc([N+](=O)[O-])cc2)cc1	-22%	0%	-1%	?	3%[2.32 µM]	?	10
28	COc1ccc(OC)c(CNC(=O)CN2C(=O)CCn3nc(-c4cn(C)c5ccccc45)cc32)c1	·	1%	·	22%	·	·	3
29	CCC(C)n1c(C)nc2c(c1=O)c1nc3ccccc3nc1n2CCC1=CCCCC1 (stereo not drawn)	-16%	·	7%	-15%	0%	17%	-88*
30	O=S(=O)(NCCc1csc2nc(-c3ccc(Cl)cc3)nn12)c1ccc2c(c1)OCCO2	·	-2%	·	5%	·	·	-34
31	CC(=O)c1cccc(NC(=O)C2Cc3c(-c4cccc(C(N)=O)c4)ccnc3O2)c1 (stereo not drawn)	·	1%	·	·	-2%	·	18
32	CSc1nnc(C)c(=O)n1COC(=O)c1ccc([N+](=O)[O-])cc1	-9%	-4%	-2%[11.5 µM]	-5%	-5%	5%	-13
33	CCOc1ccccc1CN1CCN(Cc2c[nH]c3ccccc23)CC1CCO (stereo not drawn)	43%	4%	-2%	?	-1%	-11%	41
34	CC1(C(=O)O)CCCN(C(=O)/C=C/c2ccccc2)C1 (stereo not drawn)	·	0%	·	·	-5%	·	-9
35	COc1cc(C(=O)Nc2ccc(NC(C)=O)cc2)ccc1OCc1ccccc1	-12%	2%	-7%	-2%	14%	?	?
36	COc1ccc(OC)c(S(=O)(=O)N/N=C(/C)c2ccc3c(c2)OCO3)c1	-21%	-10%	2%	?	-2%	22%	?
37	CC1(C)C[C@H]2C3=CCC4[C@@]5(C)CC[C@H](O[C@@H]6O[C@H](C(=O)O)[C@@H](O)[C@H](O)[C@H]6O)[C@@](C)(CO)C5CC[C@@]4(C)[C@]3(C)C[C@H](O)[C@@]2(CO)[C@@H](O)[C@@H]1O (stereo partly drawn)	-7%	1%	·	·	-4%	3%	1
38	COc1ccc2c(c1)O[C@@H](c1cccc(C(F)(F)F)c1)[C@H](O)C2=O	0%	·	5%	?	·	2%[8.37 µM]	·
39	COc1ccc(-n2ccnc(NCCc3ccc(S(N)(=O)=O)cc3)c2=O)cc1	·	3%	·	-5%	·	·	-1
40	COc1cccc(C(=O)OCCN2CCCCC2)c1	3%	0%	0%	9%	-4%	16%	-100*
41	O=C(Nc1cccc(-c2nc3ccccc3s2)c1)c1cc(=O)c2ccccc2o1	-6%	-5%	0%	-7%	-6%	?	-14
42	Cc1nn(C(C)(C)C)c(OC(=O)c2ccc3c(c2)OCO3)c1S(=O)(=O)c1ccccc1	0%	-1%	0%	?	0%	-1%	-23
43	Cc1cccc(NC(=O)c2oc3ccccc3c2NC(=O)c2cc(=O)c3cc(Cl)ccc3o2)c1	·	1%	·	-2%	·	·	11
44	COCCCNC(=O)c1csc([C@H]2C[C@H](O)[C@@H](CO)O2)n1	·	4%	·	·	17%	·	-100*
45	CCOC(=O)C1(Cc2ccccc2)CCN(Cc2ccc(C)s2)CC1	39%	4%	1%	-14%	-17%	-18%	?
46	Cc1cc2cc(CNC(=O)c3ccc(S(=O)(=O)N4CCOCC4)cc3)ccc2[nH]1	-5%	3%	9%	-2%	-1%	-3%	20
47	CC(OC(=O)c1ccc2ncsc2c1)C(=O)Nc1ncc(Cl)cc1Cl (stereo not drawn)	-12%	2%	0%	1%	-6%	-2%	-13
48	COc1ccc(CNC(=O)C2CCN(S(=O)(=O)c3cc(OC)ccc3OC)CC2)cc1	23%	-8%	4%	?	-13%	-22%	-2
49	Cc1c(Cl)cccc1NC(=O)c1ccc(-n2ccnc2)nc1	-8%	0%	1%	2%	10%	?	-13

# Ordered by heavy-atom count (falling): some entries from above
cpd	SMILES	AmpC inh no detg	TbPYK inhibitor	LmPK inhibitor	AmpC detergent	AMA1 RON2 block	HCV inhibitor	HCMV inh
43	Cc1cccc(NC(=O)c2oc3ccccc3c2NC(=O)c2cc(=O)c3cc(Cl)ccc3o2)c1	·	1%	·	-2%	·	·	11
31	CC(=O)c1cccc(NC(=O)C2Cc3c(-c4cccc(C(N)=O)c4)ccnc3O2)c1 (stereo not drawn)	·	1%	·	·	-2%	·	18
32	CSc1nnc(C)c(=O)n1COC(=O)c1ccc([N+](=O)[O-])cc1	-9%	-4%	-2%[11.5 µM]	-5%	-5%	5%	-13
49	Cc1c(Cl)cccc1NC(=O)c1ccc(-n2ccnc2)nc1	-8%	0%	1%	2%	10%	?	-13

# Quoted at random: 2 entries already listed.
cpd	SMILES	AmpC inh no detg	TbPYK inhibitor	LmPK inhibitor	AmpC detergent	AMA1 RON2 block	HCV inhibitor	HCMV inh
40	COc1cccc(C(=O)OCCN2CCCCC2)c1	3%	0%	0%	9%	-4%	16%	-100*
36	COc1ccc(OC)c(S(=O)(=O)N/N=C(/C)c2ccc3c(c2)OCO3)c1	-21%	-10%	2%	?	-2%	22%	?

# Screening data from PubChem BioAssay.
